Compound activity (PubChem BioAssay)
MITF inh: blocks human microphthalmia-associated transcription factor; O75030; AID 1259374; AlphaScreen MITF homodimerization, bead proximity signal; 650,000 compounds, 0.91% hits; inhibition, % at 2.6 µM; in the data active means inhibition above about 50%;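 further: 0% = vehicle wells with protein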
TEAD-YAP block: TEAD-YAP interaction inhibition. HEK-TIYL cells, TEAD-Gal4/YAP UAS-luciferase luminescence. inhibition, % at 9.12 µM. 640,000 compounds, 1.4% hits. AID 1259422; in the data active means inhibition above about 32%;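 further: 0% = median of test compound wells and 100% = reference inhibitor wells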
GPR151 ag: human GPR151 activation | Q8TDV0 | PathHunter beta-arrestin GPR151 cells, luminescence | activation, % at 11.2 µM | 650,000 compounds, 1% hits; in the data active means activation above about 4.9%;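 further: 0% = median of compound wells and 100% = cells with positive control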
FBW7 activator: human FBW7 E3 ligase activation, primary screen | Q969H0 | AlphaScreen FBW7–phospho-cyclin E peptide binding, activator screen | normalized activity (activation), % at 26.1 µM | 650,000 compounds, 0.13% hits | AID 1259310; in the data active means normalized activity above about 1.9%;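 further: purified mutant Fbw7 with reduced substrate affinity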
Target sequence (Q969H0 whole entry, looked up): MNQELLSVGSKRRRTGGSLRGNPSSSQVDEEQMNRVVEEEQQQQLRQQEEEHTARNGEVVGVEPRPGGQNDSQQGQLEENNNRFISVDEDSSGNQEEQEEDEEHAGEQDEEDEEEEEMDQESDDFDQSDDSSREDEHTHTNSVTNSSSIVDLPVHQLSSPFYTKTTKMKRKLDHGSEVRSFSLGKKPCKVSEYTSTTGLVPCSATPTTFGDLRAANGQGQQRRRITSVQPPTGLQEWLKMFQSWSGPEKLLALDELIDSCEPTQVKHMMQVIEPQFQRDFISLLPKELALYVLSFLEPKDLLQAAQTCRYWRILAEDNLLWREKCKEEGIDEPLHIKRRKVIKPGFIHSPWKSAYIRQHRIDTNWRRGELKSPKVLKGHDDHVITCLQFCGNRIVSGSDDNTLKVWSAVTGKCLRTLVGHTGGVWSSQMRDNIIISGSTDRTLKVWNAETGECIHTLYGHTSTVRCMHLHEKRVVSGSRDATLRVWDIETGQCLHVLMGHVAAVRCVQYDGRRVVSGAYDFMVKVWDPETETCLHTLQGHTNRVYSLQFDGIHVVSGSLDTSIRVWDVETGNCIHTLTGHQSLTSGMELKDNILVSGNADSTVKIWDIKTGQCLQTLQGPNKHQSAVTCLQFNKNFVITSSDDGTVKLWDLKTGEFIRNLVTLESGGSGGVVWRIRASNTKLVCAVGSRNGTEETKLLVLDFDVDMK
Active calls of the source: *.

Compound | MITF inh | TEAD-YAP block | GPR151 ag | FBW7 activator
O=C(Oc1ccc2cc(Br)ccc2c1)N1CCOCC1 | 0 | -94 | -0.9 | -0.2
O=C(Nc1ccc(F)cc1)Nc1nnc(COc2ccc(Br)cc2)s1 | -2 | -1 | -1.0 | 0.0
c1ccc(-c2nc3c(c(N4CCCCC4)n2)CNCC3)cc1 | 9 | -1 | -1.3 | 0.3
Cc1c(C(=O)Nc2c(F)cccc2F)sc2ncnc(N3CCCCC3C)c12 (centres undefined) | 5 | -12 | 0.7 | 0.0
COc1ccc(Cl)cc1NC(=O)c1cc(S(=O)(=O)N2CCN(c3cccc(C)c3C)CC2)ccc1F | 12 | 4 | 1.3 | 0.0
Cc1cnc(Oc2ccccc2)nc1NC1CCN(Cc2ccccc2)CC1 | 3 | 14 | -1.3 | 0.4
C=CCN(CC=C)S(=O)(=O)c1ccc(C(=O)Nc2sc3c(c2C(=O)OC)CCN(C(C)C)C3)cc1 | -18 | 2 | -0.4 | 0.3
Cc1ccc(Cl)c(OCC(O)CN(CCO)CCO)c1 (centres undefined) | -2 | 0 | 2.8 | -0.1
Cc1cccc(OCCNc2nc3c(c(=O)n(C)c(=O)n3C)n2C)c1 | -3 | 2 | 0.9 | 0.0
Cc1cccc(C(C)C)c1NC(=O)CN(c1ccccc1Cl)S(C)(=O)=O | 7 | -5 | 1.5 | 0.6
CCSc1nnc2c(n1)OC(C)(C)Nc1ccc(Br)cc1-2 | -11 | 2 | -1.3 | 0.1
CC(=O)c1ccc(NC(=O)c2nn3c(C(F)(F)F)cc(-c4ccc(Br)cc4)nc3c2Cl)cc1 | 7 | 3 | -0.8 | 0.2
COc1ccc(-n2nc3c(c2NC(=O)c2c(F)cccc2Cl)CS(=O)C3)cc1 (centres undefined) | -13 | 0 | 0.7 | 0.1
CCc1cc2c(=O)c(-c3nc4ccccc4n3C)coc2c(CN2CCCCC2)c1O | 10 | -3 | -0.4 | -0.1
O=[N+]([O-])c1cc(-c2nn[nH]n2)ccc1F | 3 | 7 | 0.9 | -0.1
NC(=O)c1ccc(-n2c(CCC(=O)O)ccc2-c2cccs2)cc1 | -3 | -5 | 0.9 | -0.4
O=C(c1ccc(CN2CCC(Cc3ccccc3)CC2)cc1)N1CCOCC1 | 4 | 4 | -0.9 | 0.0
COc1ccc2cc(CNCc3ccsc3)c(N3CCSCC3)nc2c1 | 6 | -4 | 0.9 | -0.1
CC1CCc2c(sc3ncn(C4CCN(C(=O)CN5CCCC5=O)CC4)c(=O)c23)C1 (centres undefined) | 11 | 5 | -0.5 | -0.1
CCC(=O)N1CCCc2cc(NS(=O)(=O)c3ccc(F)c(Cl)c3)ccc21 | 7 | 5 | -0.1 | 0.1
Nc1cc(=O)[nH]c(SCC(=O)Nc2ccc(Oc3ccccc3)cc2)n1 | -1 | -11 | -1.2 | -0.1
Cc1ccc2c(CC(=O)OCC(=O)c3ccc(F)cc3)coc2c1 | 7 | -3 | 1.5 | 0.2
C=CCN(CC=C)S(=O)(=O)c1ccc(N2C(=O)c3ccccc3C2=O)cc1 | 11 | 16 | -0.2 | 0.0
COc1ccc(NC(=O)CN2C(=O)NC(C)(c3ccc(OC)c(OC)c3)C2=O)cc1 (centres undefined) | 1 | -12 | 0.8 | 0.0
COc1ccc(C)cc1NC(=O)CC(C)=O | 5 | 16 | 0.8 | 0.1
O=C1CCCC2=C1C(c1ccccc1)Nc1ccc(C(=O)c3ccccc3)cc1N2 (centres undefined) | 2 | 35* | -0.1 | 0.0
COC(=O)c1c(NC(=O)c2ccc(C)cc2)sc2c1CCC2 | 14 | 3 | -0.4 | 0.3
O=C1CC2(CCN(C(=O)Cc3cccs3)CC2)Oc2ccccc21 | -3 | 2 | 0.8 | -0.2
CCN(CC)C(=O)COC(=O)c1ccc(Oc2nc(N(C)C)nc(N(C)C)n2)cc1 | -2 | 9 | -0.6 | 0.2
COC(=O)c1c(NC(=O)c2ccc(Cl)cc2)sc2c1CCN(C(C)=O)C2 | -16 | 13 | -0.4 | 3.3*
CN(CCCC(=O)O)c1nc(-c2ccc(F)cc2)cs1 | 14 | -8 | -1.8 | 0.0
CCC(=O)Nc1ccc(C(=O)N2CC(C)CC(C)C2)cc1 (centres undefined) | -2 | -3 | -0.7 | 0.0
CCCCC1C2=C(CCCC2=O)OC2=C1C(=O)CCC2 | 0 | -2 | 4.4 | 0.6
COC(=O)CCC(=O)NNC(=O)c1ccc(Cl)cc1Cl | 0 | 1 | 0.3 | 0.1
Cc1ccc(NC(=O)CSc2nc3ccsc3c(=O)n2-c2ccc(F)cc2)cc1C | 12 | 10 | -0.6 | -0.2
NC(=O)c1ccccc1Nc1ccnc(Oc2ccccc2)c1 | 1 | -10 | 0.5 | 0.2
COc1ccc(-c2cc(C(=O)Nc3ccc(OC)cc3OC)c3ccccc3n2)cc1 | 7 | 3 | 0.1 | 0.0
Cc1c(C(=O)N2CCc3ccccc3C2)sc2nc3n(c(=O)c12)CCCC3 | 2 | 1 | -1.3 | -0.2
Cc1cc(CNC(=O)c2cc(F)cc3c2OCOC3)no1 | 11 | 3 | -1.1 | 0.3
Cc1ncc2c(Nc3ccc(C(F)(F)F)cn3)nc3ccccc3n12 | 10 | 4 | -1.4 | 0.3
Cc1ccc(/C=C2/C(=O)NC(=O)N(c3ccccc3)C2=O)cc1[N+](=O)[O-] | 1 | -2 | 7.9* | -0.1
O=C(Nc1ccnc(Nc2ccc3[nH]ncc3c2)n1)c1cccnc1 | -8 | 7 | -1.1 | -0.1
Cc1ccc(CS(=O)Cc2ccc(C(=O)N3CCOCC3)o2)cc1 (centres undefined) | 9 | 5 | 1.5 | 0.2
CCOC(=O)c1nnn(-c2nonc2N)c1CN1CCc2ccccc2C1CN1C(=O)c2ccccc2C1=O (centres undefined) | 3 | 11 | 0.1 | 0.0
Cc1ccc(Cl)cc1NC(=O)COC(=O)c1cc[n+]([O-])cc1 | 2 | 5 | 3.5 | 0.0
CCOC(=O)CSc1ccc2nnc(-c3ccc(Cl)cc3)n2n1 | 2 | -6 | 0.1 | 0.0
COc1ccc(NC(=O)CN(c2ccccc2OC)S(C)(=O)=O)c(OC)c1 | -4 | 6 | 1.0 | -0.1
CCOC(=O)c1c(C2COc3ccccc3O2)csc1NC(C)=O (centres undefined) | 7 | 8 | 0.0 | 0.0
O=C(COc1ccc(S(=O)(=O)N2CCCCC2)cc1)NCc1ccco1 | 1 | -2 | -1.8 | -0.3
CCOc1ccc(NC(=O)CSCC(=O)Nc2ccccc2C)cc1 | -9 | -1 | 4.4 | -0.1

Taken from above.
`Cc1ccc2c(CC(=O)OCC(=O)c3ccc(F)cc3)coc2c1` in GPR151 ag has 1.5
`CCSc1nnc2c(n1)OC(C)(C)Nc1ccc(Br)cc1-2` in MITF inh has -11
`CCOC(=O)c1c(C2COc3ccccc3O2)csc1NC(C)=O` (centres undefined) in FBW7 activator has 0.0
`C=CCN(CC=C)S(=O)(=O)c1ccc(C(=O)Nc2sc3c(c2C(=O)OC)CCN(C(C)C)C3)cc1` in TEAD-YAP block has 2
`COc1ccc(NC(=O)CN(c2ccccc2OC)S(C)(=O)=O)c(OC)c1` in FBW7 activator has -0.1

Molecules above with a nitro group on carbon, in the order listed:
Compound | MITF inh | TEAD-YAP block | GPR151 ag | FBW7 activator
O=[N+]([O-])c1cc(-c2nn[nH]n2)ccc1F | 3 | 7 | 0.9 | -0.1
Cc1ccc(/C=C2/C(=O)NC(=O)N(c3ccccc3)C2=O)cc1[N+](=O)[O-] | 1 | -2 | 7.9* | -0.1

The listing continues:
Compound | MITF inh | TEAD-YAP block | GPR151 ag | FBW7 activator
CC1CCCCC12NC(=O)N(CC(=O)OCc1nnc(-c3ccc([N+](=O)[O-])cc3)o1)C2=O (centres undefined) | -4 | 10 | -1.3 | 0.1
COCCNc1oc2c(c1-c1ccccc1[N+](=O)[O-])c(=O)oc1c(C)cccc12 | 8 | 1 | -1.9 | -0.4
O=C(NCc1ccccc1)NC1(C(=O)NCc2cccs2)CCCCC1 | 6 | -1 | 0.4 | 0.0
CCC(=O)N1CCN(c2ccc(NC(=O)COc3ccc(C)cc3C)cc2)CC1 | -4 | 1 | -0.4 | -0.2
CC1(C)CC(=O)C(C(=N)CC2CC(=O)NC(=O)C2)=C(O)C1 | 14 | 3 | -1.5 | 0.8
Cc1cc(C=O)c(C)n1CC(F)(F)F | 20 | 9 | -1.1 | 0.7
COc1cc([N+](=O)[O-])cc2c1NC(c1ccc([N+](=O)[O-])cc1)C1CC=CC21 (centres undefined) | 9 | 7 | -1.6 | 0.1
CCOC(=O)C(=O)Nc1ccc(S(=O)(=O)N(C)C)cc1 | -14 | -1 | -0.9 | 0.6
O=C1CCC(N2CCN(c3ccccc3)CC2)CCN1Cc1ccc(F)c(F)c1 (centres undefined) | -1 | -5 | -0.5 | 0.0
O=C(c1ccccn1)N(Cc1ccco1)C1(C(=O)NC2CCCC2)CCCCC1 | 13 | 5 | -0.8 | 0.9
CN(Cc1ccccc1)c1c(-c2ccc(Cl)cc2)c(=O)c1=O | 4 | 6 | -1.7 | 0.3
COc1ccc2c(c1)CC(C(=O)Nc1ccc(-c3cn[nH]c3)cc1OCC1CCCCN1C)CO2 (centres undefined) | 19 | -2 | 0.0 | 0.4
COc1cc(OC)c(OC)cc1/C=C1\C(=O)NC(=S)N(c2cccc(C)c2)C1=O | -9 | 2 | 1.0 | 0.0
O=C1C2C3c4ccccc4C(c4ccccc43)C2C(=O)N1C1CC2CCC1C2 (centres undefined) | 18 | 14 | -1.5 | -0.2
Cc1ccc(C(=O)O)cc1Nc1nc2ccccc2n2nnnc12 | 9 | -44 | -0.2 | 0.1
C/C(=N\NC(=S)NCc1ccccc1)c1ccc(O)cc1O | 24 | -6 | 0.7 | -0.2
CC(C)c1cc(C(C)C)c(S(=O)(=O)N2CCc3ccccc3C2)c(C(C)C)c1 | 12 | 6 | 0.6 | -0.1
O=C(NCCc1ccc(Cl)cc1)c1ccc2c(=O)n(C3CCCCC3)c(=S)[nH]c2c1 | -5 | -1 | 0.2 | -0.2
CCN1CCC(NCc2cc(NC(C)=O)cc(C(=O)N3CCc4ccccc4C3)c2)CC1 | -8 | -6 | -1.4 | 0.0
O=C1Nc2ccc(S(=O)(=O)NCc3ccccc3)cc2C1=O | 79* | 12 | 6.1* | -0.1
O=C(NC(C(=O)N1CCCC1)C12CC3CC(CC(C3)C1)C2)c1ccc(F)cc1 (centres undefined) | 2 | 2 | 1.6 | -0.1
Cn1c(=O)c(C#N)nn(-c2ccccc2)c1=O | 20 | 0 | -1.2 | 0.8
CCCCOCC(O)Cn1cnc2ccccc21 (centres undefined) | 55* | -3 | -1.2 | 0.2
COc1ccc(CNC(=O)c2nnn(CC(=O)Nc3ccc(C)cc3C)c2N)cc1 | 9 | 1 | 1.2 | 0.6
Cc1cc(Cl)cc2sc(NC(=O)c3ccccc3S(C)(=O)=O)nc12 | 12 | 10 | -0.7 | 0.1
O=C(c1cccnc1)N1CCC(CO)(Cc2ccccc2Cl)CC1 | -5 | -4 | -0.4 | -0.1
CCOC(=O)N1CCC(N2CCC3(CC2)CC3C(=O)N2CCc3ccccc3C2)CC1 (centres undefined) | 14 | 4 | 0.2 | 0.2
COc1ccc(C2C(C#N)=C(N)Oc3n[nH]c(-c4cc(OC)c(OC)c(OC)c4)c32)c(OC)c1 (centres undefined) | 6 | 0 | 1.3 | 0.2
CC(C)(C)c1ccc(C2/C(=C(\O)c3ccc(F)cc3)C(=O)C(=O)N2c2nncs2)cc1 (centres undefined) | 3 | -3 | -0.2 | 0.1
Cc1cccc(-n2c(O)c(C=Nc3ccccc3C)c(=O)[nH]c2=O)c1 | 7 | -1 | 0.4 | -0.1
CCOc1ccc(NC(=O)CSc2nc3[nH]ncc3c(=O)n2-c2ccc(OCC)cc2)cc1 | 10 | 10 | -1.0 | 0.1
Cc1nc(-c2ccccc2)sc1C(=O)NNC(=O)CSc1nc2ccccc2o1 | 11 | -7 | -0.8 | 1.1
Cc1ccc(S(=O)(=O)Nc2cccc(-c3cn4cccc(C)c4n3)c2)cc1 | 19 | 2 | -0.1 | 0.2
CCN(CC)S(=O)(=O)c1ccc(C(=O)OCC(=O)Nc2ccc(C#N)cc2)cc1 | 4 | -7 | -0.5 | 0.1
CCOc1cccc(NC(=O)c2ccc(S(=O)(=O)N3CCCCC3)cc2)c1 | -6 | 2 | 0.4 | 0.1
O=c1oc(C(O)(c2ccccc2)c2ccccc2)nc2cc([N+](=O)[O-])ccc12 | 9 | 8 | -2.6 | 0.5
O=C(COc1ccc([N+](=O)[O-])cc1)Nc1ccccc1C(=O)Nc1ccc(C(=O)O)cc1 | 15 | -2 | 4.0 | 1.2
COc1ccc(N(CC(=O)NCc2ccc(Cl)cc2)S(=O)(=O)c2ccccc2[N+](=O)[O-])c(OC)c1 | 15 | -2 | -1.4 | 0.1
NC(=O)Cn1c2ccccc2c2ccccc21 | 35 | -12 | -0.5 | 0.2
COc1ccc(NC(=S)Nc2cccc(NC(C)=O)c2)c(OC)c1 | 16 | 7 | -0.9 | 0.0
CC(Sc1nc2ccccc2n1C)C(=O)NC(c1ccccc1)c1ccccc1 (centres undefined) | 13 | 6 | -0.3 | 0.0
Cc1cc(N2CCCCC2)nc2ccc(NC(=O)c3ccco3)cc12 | 18 | -32 | -0.5 | 0.0
